E-selectin induc = induces E-selectin expression in human endothelial cells | P16581 | HUVEC E-selectin immunofluorescence imaging; normalized: neutral wells 0, TNF-alpha wells 100 | activation, % at 7.58 µM | hit rate 0.37% among 260,000;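 active = mean E-selectin-positive cell signal at least 10% of the positive control, reached in at least 60% of replicates, without over 20% cell loss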;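 note: in these data hits start at about 27%; measured in HUVEC primary endothelial cells; signal is the percent of cells scored E-selectin positive by PE staining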
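System: HUVEC, human umbilical vein endothelial cells; quantity: 3,000 cells/well; buffer or medium: EGM-2 medium, gelatin-coated wells; dosing: single-point compound dose; detection: immunofluorescence imaging; evaluation: % PE-positive cells; benchmarks: TNF-alpha, DMSO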
CASP6 VEID inh = blocks human caspase-6 cleavage activity | AID 686996 | purified caspase-6, Z-VEID-R110 cleavage fluorescence | hit rate 0.53% among 350,000 | inhibition, % at 12.5 µM | P55212;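 active = mean inhibition across replicates at least about 35%, with every replicate also reaching that limit, limit read from the data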;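 note: 0% = median of neutral control wells and 100% = no fluorescence left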
Target sequence (P55212 24-179 limits assumed): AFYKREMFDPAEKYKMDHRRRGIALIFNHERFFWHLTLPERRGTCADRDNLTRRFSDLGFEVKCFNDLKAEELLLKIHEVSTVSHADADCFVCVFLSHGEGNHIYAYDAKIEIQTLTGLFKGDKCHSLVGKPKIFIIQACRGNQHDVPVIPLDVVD
Target sequence (P55212 194-293 limits assumed): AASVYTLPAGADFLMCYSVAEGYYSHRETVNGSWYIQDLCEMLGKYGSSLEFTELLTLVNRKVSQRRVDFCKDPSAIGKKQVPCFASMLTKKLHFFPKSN
PglD DTNB = blocks C. jejuni PglD acetyltransferase activity; inhibition, % at 12.5 µM; hit rate 0.098% among 360,000; purified PglD enzyme, DTNB colorimetric CoA detection; in the data active = inhibition above about 16%, passing the limit was not always enough; note: strong numbers were not always called active
RAD52 anneal inh = RAD52 (human) annealing inhibition; P43351; recombinant RAD52 DNA annealing, FRET fluorescence; hit rate 0.46% among 360,000; inhibition, % at 18.7 µM;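 active = every replicate showing at least 50% inhibition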
RAD54 branch = blocks human RAD54 Holliday junction branch migration; Q92698; FAM/BHQ fluorescence; inhibition, % at 10.4 µM; hit rate 0.14% among 360,000; AID 602329;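 active = mean normalized replicate activity at least 40 and at least half of replicates scoring 40 or more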;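 note: 0% = median of neutral control wells and 100% = median of positive control wells; inhibitors cause a drop in the FAM fluorescence signal; in these data hits start at about 50%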
Target sequence (Q92698 whole entry, looked up): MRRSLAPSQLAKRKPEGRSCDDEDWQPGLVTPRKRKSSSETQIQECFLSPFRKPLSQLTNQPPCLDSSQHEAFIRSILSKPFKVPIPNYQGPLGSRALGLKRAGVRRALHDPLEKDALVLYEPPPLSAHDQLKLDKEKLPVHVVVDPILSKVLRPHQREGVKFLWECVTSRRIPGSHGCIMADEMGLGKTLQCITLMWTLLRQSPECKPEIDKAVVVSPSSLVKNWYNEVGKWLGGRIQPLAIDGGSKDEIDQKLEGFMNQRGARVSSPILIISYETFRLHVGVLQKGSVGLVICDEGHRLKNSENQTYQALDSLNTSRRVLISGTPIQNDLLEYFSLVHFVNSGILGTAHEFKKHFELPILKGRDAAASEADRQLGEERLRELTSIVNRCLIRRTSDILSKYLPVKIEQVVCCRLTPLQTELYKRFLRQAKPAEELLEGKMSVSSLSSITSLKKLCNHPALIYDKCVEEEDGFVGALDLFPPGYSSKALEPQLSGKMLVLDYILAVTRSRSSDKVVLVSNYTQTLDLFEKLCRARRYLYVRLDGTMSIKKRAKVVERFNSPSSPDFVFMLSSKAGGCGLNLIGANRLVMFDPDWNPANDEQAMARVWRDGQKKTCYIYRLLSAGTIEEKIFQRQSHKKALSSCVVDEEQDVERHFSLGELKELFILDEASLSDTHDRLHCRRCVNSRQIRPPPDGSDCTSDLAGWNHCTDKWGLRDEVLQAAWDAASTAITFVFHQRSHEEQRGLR
ERp5 block = inhibitors of human ERp5; Q15084; ERp5 insulin aggregation, absorbance 650 nm, 90 min; AID 651711; inhibition, % at 9.99 µM; hit rate 0.05% among 350,000;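 active = mean replicate inhibition above about 25%, with every replicate also reaching it, limit read from the data, passing the limit was not always enough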
ARNT-TACC3 inh = disrupts binding between human ARNT and TACC3 | AID 623870 | hit rate 0.66% among 390,000 | AlphaScreen His-ARNT PAS-B/GST-TACC3 binding, luminescence; TACC3 fragment carries E629A point mutation | inhibition, % at 9.99 µM;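 active = mean inhibition of replicates at least 50% and at least half of replicates each reaching 50%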;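 note: 0% = complete ARNT plus TACC3 wells and 100% = ARNT alone without TACC3; many hits fall short of the cut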
esBAF inh = SWI/SNF esBAF complex inhibition; mouse ES cells, Bmi1-luciferase knock-in reporter, 24 h; 100% = twice the neutral-well signal; reporter increase, % at 12.5 µM; hit rate 2% among 350,000; AID 602393; in the data active = activation above about 40%;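 note: 0% = median of the plate's neutral control wells and 100% = double that signal; a rise in the Bmi1 reporter signal indicates esBAF inhibition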
Starred values were filed as active, the others as inactive; nt = not tested or not shown; & = joins results of further samples.

SMILES	E-selectin induc	CASP6 VEID inh	PglD DTNB	RAD52 anneal inh	RAD54 branch	ERp5 block	ARNT-TACC3 inh	esBAF inh
CO/N=C\CC(=O)Nc1ccc(F)cc1	nt	nt	-2.4	nt	-0.5	nt	6.0	-5.4
N#Cc1ccc(C(=O)Nc2cc(-c3ccc(F)cc3)nn2-c2ccccc2)cc1	-0.1	2.1	1.9	-8.2	-2.4	1.0	6.5	-0.7
COc1ccc(NC(=O)c2cnn(-c3ccccc3)c2C)cc1	nt	0.1	1.3	-1.5	4.6	5.2	-11.1	-2.3
O=C(CN1CCOCC1)Nc1ccc(OCc2ccccc2)cc1	nt	nt	-6.5	nt	-12.2	nt	5.4	11.0
O=C(CC1OC(=O)c2ccccc21)Nc1cc(S(=O)(=O)N2CCOCC2)ccc1OCC(F)(F)F (centres undefined)	0.4	3.6	1.4	-11.4	6.8	-4.4	-1.1	-0.6
Cc1cccc(C)c1N1C(=O)c2ccccc2NC(=O)C1C(=O)NCCOc1ccccc1 (centres undefined)	-0.3	-1.0	nt	-4.8	nt	2.2	nt	nt
C[C@@H]1CN([C@@H](C)CO)C(=O)CCCn2nncc2CO[C@@H]1CN(C)C(=O)C1CC1	1.9&0.0	3.6&-1.2	1.4	-16.7&0.0	8.7	10.2&11.4	-2.9	-3.7
CC(=O)C12OC(C)(C)OC1CC1C3CCC4=CC(=O)C=CC4(C)C3(F)C(O)CC12C (centres undefined)	0.0	-0.9	6.3	-18.3	6.2	-0.4	5.9	nt
C[C@H](CO)N1C[C@H](C)[C@H](CN(C)C(=O)c2ccccn2)Oc2ncc(C3=CCCC3)cc2C1=O	-0.5	-0.3	0.5	11.2	6.1	6.8	0.0	10.8
CO[C@@H]1CN(C)C(=O)c2ccc(NC(C)=O)cc2OC[C@@H](C)N(CCC(F)(F)F)C[C@@H]1C	0.0	-1.4	nt	-8.5	nt	-6.6	nt	nt
CNC[C@H]1Oc2cc(-c3ccc(C(=O)N(C)C)cc3)ccc2S(=O)(=O)N([C@@H](C)CO)C[C@@H]1C	-0.3	0.4	1.8	1.9	-3.7	0.1	-0.3	0.5
O=C(C[C@@H]1CC[C@H]2[C@@H](COC[C@H](O)CN2C(=O)c2ccncc2)O1)NCc1cc(F)cc(F)c1	-0.1	1.5	0.9	10.1	-3.1	-0.2	-23.0	-4.0

An excerpt taken from the entries so far, for reference:
SMILES	E-selectin induc	CASP6 VEID inh	PglD DTNB	RAD52 anneal inh	RAD54 branch	ERp5 block	ARNT-TACC3 inh	esBAF inh
N#Cc1ccc(C(=O)Nc2cc(-c3ccc(F)cc3)nn2-c2ccccc2)cc1	-0.1	2.1	1.9	-8.2	-2.4	1.0	6.5	-0.7
COc1ccc(NC(=O)c2cnn(-c3ccccc3)c2C)cc1	nt	0.1	1.3	-1.5	4.6	5.2	-11.1	-2.3
O=C(CN1CCOCC1)Nc1ccc(OCc2ccccc2)cc1	nt	nt	-6.5	nt	-12.2	nt	5.4	11.0
O=C(CC1OC(=O)c2ccccc21)Nc1cc(S(=O)(=O)N2CCOCC2)ccc1OCC(F)(F)F (centres undefined)	0.4	3.6	1.4	-11.4	6.8	-4.4	-1.1	-0.6
Cc1cccc(C)c1N1C(=O)c2ccccc2NC(=O)C1C(=O)NCCOc1ccccc1 (centres undefined)	-0.3	-1.0	nt	-4.8	nt	2.2	nt	nt
C[C@@H]1CN([C@@H](C)CO)C(=O)CCCn2nncc2CO[C@@H]1CN(C)C(=O)C1CC1	1.9&0.0	3.6&-1.2	1.4	-16.7&0.0	8.7	10.2&11.4	-2.9	-3.7
CC(=O)C12OC(C)(C)OC1CC1C3CCC4=CC(=O)C=CC4(C)C3(F)C(O)CC12C (centres undefined)	0.0	-0.9	6.3	-18.3	6.2	-0.4	5.9	nt
C[C@H](CO)N1C[C@H](C)[C@H](CN(C)C(=O)c2ccccn2)Oc2ncc(C3=CCCC3)cc2C1=O	-0.5	-0.3	0.5	11.2	6.1	6.8	0.0	10.8
CO[C@@H]1CN(C)C(=O)c2ccc(NC(C)=O)cc2OC[C@@H](C)N(CCC(F)(F)F)C[C@@H]1C	0.0	-1.4	nt	-8.5	nt	-6.6	nt	nt
CNC[C@H]1Oc2cc(-c3ccc(C(=O)N(C)C)cc3)ccc2S(=O)(=O)N([C@@H](C)CO)C[C@@H]1C	-0.3	0.4	1.8	1.9	-3.7	0.1	-0.3	0.5

The list goes on.
SMILES	E-selectin induc	CASP6 VEID inh	PglD DTNB	RAD52 anneal inh	RAD54 branch	ERp5 block	ARNT-TACC3 inh	esBAF inh
CCOC(=O)N1CCN(C(=O)c2cc(-c3ccncc3)nc3ccccc23)CC1	0.7	-118.3	nt	16.1	nt	-1.5	-5.3	nt
CCCc1cc(=O)oc2cc(C)cc(OCC(=O)Nc3ccc(CN4CCOCC4)cc3)c12	3.0	1.9	4.7	-76.9	-7.6	2.8	4.2	5.6
O=C(COc1ccc([N+](=O)[O-])cc1)N/N=C/c1ccccn1	nt	nt	-2.3	nt	-11.4	nt	1.2	-9.5
COC(=O)c1ccc(CSc2nnc3c(Cl)cc(Cl)cn23)o1	nt	nt	3.9	-4.3	-2.6	6.5	-5.0	-6.5
CCO[C@@H]1OC(C(=O)N2CCN(Cc3ccccc3)CC2)=C[C@H](c2ccccc2)[C@H]1CCCO	-0.1	0.0&-1.0	5.0	-11.0&1.5	2.3	2.5&-2.5	-0.9	-12.0
CC(=O)N1[C@@H]2CN(S(=O)(=O)c3ccccc3)c3ccccc3[C@@H]2[C@@H]1CO	0.0	1.5	2.1	-6.7	-0.5	-2.0	-4.5	5.8
CCN(CC)C(=O)Oc1nnc(SC(C)C)n1-c1ccc(Cl)cc1	nt	-1.8	nt	-10.4	nt	-3.4	5.1	-7.9
NC(=O)C1(NC(=O)[C@@H]2CC3(CC(c4cccc(NC(=O)[C@@H]5CCC(=O)N5)c4)=NO3)CN2C(=O)c2ccccc2)CC1 (some centres undefined)	-0.2	-4.9	18.2	-18.4	-9.7	-0.4	-3.4	-2.1
CCCC(C)C(=O)Nc1ncc(S(=O)(=O)c2ccc([N+](=O)[O-])cc2)s1 (centres undefined)	-0.4	5.7	5.5	-6.8	5.3	4.7	5.0	-5.6
CCCNS(=O)(=O)c1ccc(CCC(=O)NCCc2ccc(OC)c(OC)c2)cc1	-0.5	-1.6	nt	-19.1	nt	3.4	-2.5	nt
CCOC(=O)CC1Sc2ccccc2NC1=O (centres undefined)	nt	0.7	-1.3	-11.9	3.8	6.4	-8.9	16.5
Cc1ncc([N+](=O)[O-])n1S(=O)(=O)c1ccc2c(c1)OCCO2	nt	1.8	-3.2	-1.1	2.9	3.3	6.1	-4.1
CCCCn1c2ccc(F)cc2c2nnc(SCCN3CCCCC3)nc21	nt	5.7	-1.6	10.5	10.5	0.5	-3.7	-5.9
Cn1nc(C(C)(C)C)cc1C(=O)N1CCCCC1c1cc(C(=O)Nc2ccc(F)c(Cl)c2)no1 (centres undefined)	0.2	-4.4	-1.4	-0.4	7.0	0.5	nt	-13.2
CC(=O)c1ccc(NC(=O)c2noc3c2CCC3)cc1	-0.3	32.0	3.0	-9.7	-1.3	16.7	-4.6	-53.6
CCOC(=O)Nc1cccc(NC(=O)c2ccccc2F)c1	1.2	-0.2	-1.6	-16.3	0.0	-2.0	-31.4	4.4
O=C(NCC1CCCO1)c1ccc2c(=O)n(-c3ccc(F)cc3)c(=S)[nH]c2c1 (centres undefined)	0.3	-3.5	11.1	4.4	-3.6	-1.3	0.7	7.2
CCCN1CCc2c(sc3nc(SCC)n(-c4ccccc4)c(=O)c23)C1	nt	nt	4.2	nt	14.2	nt	14.4	-3.8
COc1ccc(C2C(C(=O)O)CC(=O)N2C2CCCCC2)cc1 (centres undefined)	nt	-3.1	-5.1	-11.1	-6.9	-4.3	-20.4	4.3
O=C(c1ccc(F)cc1F)N1CCN(S(=O)(=O)c2ccc3c(c2)OCCO3)CC1	nt	1.9	1.2	-5.1	-0.7	-9.0	-1.8	-4.8
CC(=O)N1[C@@H]2c3ccc(-c4ccccc4)c(=O)n3C[C@H]1[C@H](CO)[C@H]2C(=O)NC1Cc2ccccc2C1	1.2	nt	3.1	nt	-5.6	nt	nt	2.1
CO[C@@H]1CN(C)C(=O)c2ccc(NC(=O)Nc3c(C)noc3C)cc2OC[C@@H](C)N(C)C[C@@H]1C	-0.5	0.0	-0.5	0.6	-5.2	6.1	-1.4	1.0
O=C(NNc1c(F)c(F)cc(F)c1F)c1ccc(Cl)nc1	0.0	-6.3	1.9	-7.9	0.1	1.2	-3.9	5.0
C[C@H](CO)N1C[C@H](C)[C@@H](CN(C)C(=O)Nc2ccnc(N3CCOCC3)c2)OCc2cnnn2CCCC1=O	1.1&-0.3	-1.1&-0.1&-2.5	5.3&0.4&-1.5	-4.3&6.7&9.4	-4.6&6.0&2.8	2.0&-8.7&-0.5	1.2&1.0	-4.6&4.3&2.9
CCOC(=O)c1nn(-c2ccc(Cl)cc2)c(C)cc1=O	0.0	2.1	-5.3	-3.8	10.2	-10.6	-9.4	-4.8
CN(C)c1ccc(CC2C(=O)Nc3ccccc32)cc1 (centres undefined)	0.2	2.1	nt	-16.5	nt	9.6	0.0	nt
CCOc1cc(N2CCOCC2)c(OCC)cc1NC(=O)CN1C(=O)NC(C)(C2CC2)C1=O (centres undefined)	-0.1	0.6	nt	-1.9	nt	1.8	0.9	nt
Cc1cccc(NC(=O)/C(C#N)=C/c2ccc(F)cc2)n1	0.3	1.8	3.6	-10.7	1.2	-0.5	-4.9	0.2
CC(C)(C)NC(=O)C(c1ccc(-c2ccccc2)cc1)N(C[C@H]1CC[C@@H]([C@@H]2CC[C@H](CO)O2)O1)C(=O)c1ccc(-c2ccccc2)cc1 (some centres undefined)	nt	nt	2.2	nt	-3.8	nt	-0.1	0.0
C[C@@H]1CN([C@@H](C)CO)C(=O)c2cccc(NS(=O)(=O)c3cccs3)c2O[C@H]1CN(C)Cc1ccc(C(F)(F)F)cc1	-2.2&-0.2	3.7&-0.1	1.5&1.4	10.9&-22.5	-0.4&3.3	-1.2&-6.3	10.7&-1.1	-2.3&5.2
CC(=O)Nc1ccc(S(=O)(=O)Nc2nc3ccccc3nc2-n2ccc(=NC(=O)c3ccc(F)cc3)cc2)cc1	11.6	-1.2	2.8	-309.7	-5.2	0.0	3.0	-0.1
Cc1ccsc1/C=N/NC(=O)C1CC(=O)N(c2ccc(F)cc2)C1 (centres undefined)	0.1	2.9	nt	-0.5	nt	-2.6	1.5	5.9
O=C(Nc1cccc(F)c1)N1CC(=O)N2[C@@H](CO)[C@H](c3ccc(C#CC4CC4)cc3)[C@@H]2C1	-0.2	-1.4	nt	-9.8	nt	-9.6	nt	nt
Cc1cccc(C(=O)OCC(=O)NCC(C)C)c1O	-0.2	-5.1	4.8	6.4	-1.8	-3.5	-5.6	8.4
CCN1CCN(C(CC(C)C)c2nnnn2CS(=O)(=O)c2ccc(C)cc2)CC1 (centres undefined)	-5.0	2.1	3.3	-4.0	7.2	3.5	-13.5	2.3
CCOC(=O)[C@@H]1[C@H]2COc3ccc(Br)cc3[C@@H]2N2C(=O)N(c3ccccc3)C(=O)[C@]12C	nt	-0.3	-0.4	-3.9	-0.2	-3.6	-0.1	-2.6
COc1ccc(N2CCN(C(=O)CNC(=O)c3cccc(Br)c3)CC2)cc1	0.4	0.5	0.0	-15.1	-0.5	0.6	-21.3	-2.3
COC(=O)c1cc(CN2CCN(c3ccccc3)CC2)ccc1O	nt	-1.4	4.6	-12.1	0.5	0.8	4.4	0.8
C[C@H](O)C#Cc1cnc2c(c1)C(=O)N([C@H](C)CO)C[C@@H](C)[C@@H](CN(C)C(=O)CN1CCOCC1)O2	nt	-4.7	2.3	-5.4	-14.4	0.8	-3.2	1.2
CCOc1cccc2cc(-c3csc(NC(=O)CCC(=O)N4CCC(C)CC4)n3)c(=O)oc12	nt	nt	1.7	nt	-9.5	nt	-3.3	7.1
CC(NC(=O)c1cccs1)C(=O)NC1=NCCS1 (centres undefined)	nt	-1.5	5.3	-5.3	-6.5	0.0	-0.6	0.6

Screening results as filed in PubChem BioAssay.
